TLR9-MyD88 block – blocks human TLR9 binding to MyD88 | hit rate 0.21% among 340,000 | Q9NR96+Q99836 | CHO BLA complementation TLR9-MyD88, CCF4 FRET ratio | inhibition, % at 4.98 µM | AID 504734;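 active = inhibition above the mean over all tested compounds plus 3 SD, cut at about 21% in these data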;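 also: 0% = DMSO only wells and 100% = clavulanate BLA inhibitor control wells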
NCOA1 inh – human NCOA1 inhibition; Q15788; AID 588354; inhibition, % at 3.6 µM; hit rate 0.12% among 360,000; HEK293 GAL4-SRC1 luciferase reporter, luminescence;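 active = inhibition above the campaign mean plus 3 SD, with each screening campaign given its own cutoff, cut at about 60% in these data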;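 also: 0% = DMSO treated cells and 100% = gossypol at 36 µM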
LMP1 NFkB inh – inhibitors of Epstein-Barr LMP1-induced NF-kappaB reporter. LMP1-induced NF-kappaB luciferase reporter cells, luminescence. inhibition, % at 12.5 µM. hit rate 0.69% among 350,000. AID 504558; in the data active = inhibition above about 41%;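 also: 0% = neutral control wells and 100% = reference inhibitor control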
TWEAK-Fn14 inh – TWEAK-Fn14 signaling inhibition | hit rate 2% among 360,000 | inhibition, % at 10 µM | TWEAK-stimulated Fn14 reporter cells, luciferase luminescence, 8 h; in the data active = inhibition above about 50%
SRC3 inh – inhibitors of human steroid receptor coactivator 3 (SRC3). HEK293 GAL4-SRC3 luciferase reporter, luminescence. AID 588352. hit rate 0.17% among 360,000. inhibition, % at 3.6 µM. Q9Y6Q9;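 active = inhibition above a per-campaign cutoff, the mean of all compounds plus 3 SD, cut at about 60% in these data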;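 also: 0% = DMSO-treated cells and 100% = gossypol-treated cells at 36 µM; higher means less SRC3-driven luciferase light from the GAL4 reporter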
TROY NFkB inh – blocks TROY-dependent signaling in reporter cells. Q293 LMP1-TROYcd NF-kB luciferase reporter, 4 h. hit rate 0.98% among 360,000. inhibition, % at 10 µM;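 active = compounds whose plate-normalised and pattern-corrected inhibition of the luciferase reporter signal at the single screening dose is 50% or more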
NR2F2 inh – blocks human COUP-TFII nuclear receptor; hit rate 0.7% among 370,000; HEK293T NGFI-A luciferase reporter, luminescence; AID 686940; inhibition, % at 8.6 µM; P24468;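 active = inhibition above a per-plate cutoff, mean inhibition of test wells between control levels plus 3 SD, cut at about 38% in these data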;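 also: cells cotransfected with COUP-TFII expression vector driving the NGFI-A reporter; 0% = median of COUP-TF2 test wells and 100% = reporter-only cells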
LRH-1 inv ag – inverse agonists of human LRH-1 (NR5A2); inhibition, % at 3.6 µM; HEK293T StAR-luciferase reporter, LRH-1 transfected, 24 h; hit rate 0.13% among 360,000; AID 602396; O00482;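 active = inhibition above the mean inhibition of all tested compounds plus 3 SD, cut at about 73% in these data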;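 also: 0% = DMSO wells and 100% = reporter-only cells lacking LRH-1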
Target sequence (O00482 whole entry, looked up): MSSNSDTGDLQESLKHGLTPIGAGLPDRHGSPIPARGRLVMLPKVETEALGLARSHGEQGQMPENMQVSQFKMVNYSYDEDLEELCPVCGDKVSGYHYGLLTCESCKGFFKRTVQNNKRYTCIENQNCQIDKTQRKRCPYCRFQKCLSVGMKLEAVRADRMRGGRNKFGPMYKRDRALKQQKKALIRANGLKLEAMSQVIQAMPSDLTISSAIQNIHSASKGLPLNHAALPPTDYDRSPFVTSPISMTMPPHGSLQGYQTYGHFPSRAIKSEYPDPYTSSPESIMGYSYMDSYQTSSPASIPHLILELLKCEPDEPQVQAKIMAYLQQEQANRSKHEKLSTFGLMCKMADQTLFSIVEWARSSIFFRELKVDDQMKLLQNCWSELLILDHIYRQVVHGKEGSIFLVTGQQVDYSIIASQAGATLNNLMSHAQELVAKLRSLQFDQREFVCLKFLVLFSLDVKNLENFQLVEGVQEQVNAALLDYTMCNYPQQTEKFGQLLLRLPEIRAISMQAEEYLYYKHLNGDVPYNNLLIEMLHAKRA
TRAIL sens C8 – caspase-8 TRAIL sensitization; NB7+C8 cells + TRAIL, ATPlite viability luminescence; inhibition (viability loss, TRAIL sensitization), % at 10 µM; hit rate 1% among 360,000;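 active = compounds causing at least 50% loss of cell viability in the single-dose screen, relative to plate controls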
NCOA2 inhibitor – human SRC2 (NCOA2) inhibition; HEK293 GAL4-SRC2 luciferase reporter, luminescence; inhibition, % at 9 µM; hit rate 0.17% among 370,000; AID 651957;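 active = inhibition above the mean inhibition of all tested compounds plus 3 SD, set per campaign, cut at about 52% in these data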;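 also: 0% = DMSO treated cells and 100% = cells given Gossypol at 36 µM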
NOD2-RIPK2 inh – inhibitors of human NOD2-RIPK2 interaction; O43353; CHO BLA complementation NOD2-RIPK2, CCF4 ratio; inhibition, % at 4.98 µM; hit rate 0.38% among 360,000; in the data active = inhibition above about 21%;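 also: 0% = vehicle only and 100% = reference blocker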
* = called active by the depositor; . = no result given. Only part of the results is shown, so the mix of outcomes need not match the whole.

SMILES	TLR9-MyD88 block	NCOA1 inh	LMP1 NFkB inh	TWEAK-Fn14 inh	SRC3 inh	TROY NFkB inh	NR2F2 inh	LRH-1 inv ag	TRAIL sens C8	NCOA2 inhibitor	NOD2-RIPK2 inh
CC(=O)Nc1ccc2nc(C)n(Cc3ccc(Cl)cc3)c(=O)c2c1	-7	-47	-18	-52	-10	-38	-28	-34	2	-35	-7
C=C(C)C(=O)N1CC2(CC(c3cccc(NC(=O)CCCCC)c3)=NO2)C[C@H]1C(N)=O (stereo partly specified)	0	-19	-1	-4	10	-17	5	0	-12	11	0
Cc1ccc(S(=O)(=O)C2CCOC2=O)cc1 (stereo unspecified)	-4	-3	-4	-11	8	6	-3	-8	3	-2	0
COc1ccc2cc(C(=O)N3CCN(c4ccc(F)cc4)CC3)[nH]c2c1	-10	3	-13	-3	3	-29	14	5	-1	2	1
CCOC(=O)N1CCN(C(=O)COc2ccc([N+](=O)[O-])cc2)CC1	-1	-3	1	2	-3	-7	-6	-8	-1	7	-9
Cc1nnc(NC(=O)Nc2cccc(Cl)c2)s1	-6	-56	20	-10	-8	-26	-8	-76	-7	-18	-10
CN1C(=O)/C(=N\OC(=O)c2cccc3ccccc23)c2ccccc21	8	-12	-6	17	-10	-17	-10	13	6	-26	17
COc1ccccc1OCC(=O)c1[nH]c(C)c(C(C)=O)c1C	-2	1	14	17	6	13	29	1	15	6	-2
N/C(=N\OC(=O)CCc1ccccc1)c1ccc(Cl)cc1	4	3	-17	0	-15	-74	-25	11	-23	-22	2
CCCOc1ccc(NC(=O)CC2C(=O)N(C)C(=S)N2Cc2ccc3c(c2)OCO3)cc1 (stereo unspecified)	0	1	-6	10	1	-7	-5	49	1	-11	-5
CCCCCCn1c(CN2CCN(Cc3ccccc3)CC2)nc2c1c(=O)n(C)c(=O)n2C	-7	2	4	-1	8	0	9	7	-5	-2	5
Cn1c(/C(C#N)=C/c2ccc(-c3ccc(S(N)(=O)=O)cc3)o2)nc2ccccc21	5	38	-33	48	68*	19	-17	-15	41	-16	-11
Cn1cnnc1SCC(=O)NCc1ccccc1	-9	4	9	15	16	-19	-5	2	-5	-30	1
O=C(Nc1cccnc1)/C(N=Nc1c(Cl)cccc1Cl)=C(\O)c1ccccc1	-4	1	-6	12	22	-6	3	7	5	-6	5
CCC(=O)c1cc(F)c(N2CCN(S(=O)(=O)c3ccc(C)cc3)CC2)cc1C	2	7	-5	15	7	20	7	10	-5	30	1
COc1ccc(CN2C(=O)[C@H]3Cc4c([nH]c5ccccc45)C(C)(C)N3C2=O)cc1	-2	2	-17	45	23	34	-1	4	-10	16	-5
CC(Nc1ccc(Cl)cc1)c1cc(Cl)ccc1O (stereo unspecified)	2	-3	-5	4	10	0	-8	-3	-16	14	11
CCOC(=O)c1nnn(CC(=O)Nc2cc(Cl)ccc2C)c1C(=O)OCC	4	-4	-7	-8	-7	2	8	1	6	-14	-9
COc1ccc(C(=O)N/C(=C\c2ccc3c(c2)OCO3)C(=O)Nc2cccc(C(=O)O)c2)cc1	-6	-9	5	10	8	6	-8	4	-11	-16	1
COc1ccccc1CNC(=O)/C=C/c1ccc(S(=O)(=O)NCc2ccco2)cc1	4	-7	0	-4	11	4	6	5	23	-45	1
Cc1cc(C(=O)COc2ccccc2[N+](=O)[O-])c(C)n1C1CC1	3	-46	4	9	-31	-8	-10	-55	3	-29	-7
COc1ccc(N2CCN(C(=O)c3[nH]c(C(F)(F)F)nc3-c3ccccc3)CC2)cc1	.	0	.	7	15	4	9	-1	-13	0	-1
COC(=O)c1cc(NC(=O)Cc2ccc(OC)cc2)cc(C(=O)OC)c1	-11	12	-1	-5	25	-1	3	13	-1	13	-8
C/C=C(\C)C(=O)Nc1cccc(C2=NOC3(C2)C[C@H](C(N)=O)N(C(=O)C(c2ccccc2)c2ccccc2)C3)c1 (stereo partly specified)	-6	11	-4	-12	-7	-6	-2	14	1	4	-6
O=c1c2ccccc2nc(-c2ccccc2Cl)n1O	8	2	-10	-9	16	-2	9	4	-4	-11	-7
Further compounds
SMILES	TLR9-MyD88 block	NCOA1 inh	LMP1 NFkB inh	TWEAK-Fn14 inh	SRC3 inh	TROY NFkB inh	NR2F2 inh	LRH-1 inv ag	TRAIL sens C8	NCOA2 inhibitor	NOD2-RIPK2 inh
COc1ccc2oc(=O)c(C(=O)n3ccc(C)n3)cc2c1	5	-3	-7	15	13	-2	1	23	-5	16	-2
COc1ccc(NS(=O)(=O)c2cccc(C(=O)Nc3cccc(C(=O)O)c3)c2)cc1	-3	-1	-6	14	1	-31	-15	3	-3	-9	-4
Nc1cc(C(F)(F)F)ccc1-n1cccc1	2	-8	-1	21	7	6	14	9	-9	-8	-2
Cn1c(=O)c(C(=O)CN2CC(=O)Nc3ccccc32)c(N)n(Cc2ccccc2)c1=O	4	7	7	6	0	2	-15	-10	-26	-6	4
CN(c1ccc(C(=O)Nc2cccnc2)cc1)S(=O)(=O)c1ccccc1	1	-9	-6	14	-4	5	4	-14	13	9	-1
O=C(O)COc1ccc(/C=N/O)cc1Br	7	7	-1	-10	21	-6	-15	18	-9	8	12
CCNC(=S)N1CCN(CCN=CC2=C(O)CC(c3cccs3)CC2=O)CC1 (stereo unspecified)	10	3	-3	8	14	-12	-10	4	-13	2	-4
COc1ccc(N2CCN(C(=O)CCNC(=O)c3ccc(Br)cc3)CC2)cc1	0	-8	4	-4	17	-5	-4	15	18	-18	-1
O=C(COC(=O)Cc1ccc(Br)cc1)NC1CCCCC1	5	11	0	24	-1	-13	-2	17	2	-3	-1
COc1ccc(C2C(C#N)=C(SC)NC3=C2C(=O)CC(C)(C)C3)cc1 (stereo unspecified)	3	-12	-4	22	-12	9	11	17	-18	-9	1
Cc1onc(-c2ccccc2)c1C(=O)c1c[nH]c(C(=O)NCCCN2CCOCC2)c1	3	14	9	17	10	-6	3	5	-12	-3	0
CC12CCC(=O)C=C1C(O)CC1C2CCC2(C)C1CCC2(O)C(=O)CO (stereo unspecified)	1	-6	0	-6	-2	-1	12	-1	-15	12	-14
O=C(CN(Cc1ccc(F)cc1)C(=O)c1csnn1)NC1CCCC1	-1	-3	5	-2	-4	-3	10	13	13	-47	-11
Cn1c(N)c(C(=O)COC(=O)CNS(=O)(=O)c2cccc(Cl)c2)c(=O)n(C)c1=O	-10	12	6	0	2	0	-8	-17	11	-2	-14
CCCCC(=O)NC(=S)Nc1cccc(C(=O)O)c1	6	-29	-4	-12	-27	-24	-5	-62	-2	-12	1
c1nnc(-c2ccc3c(c2)OCO3)o1	-7	9	-2	-14	10	8	-10	-9	-8	-4	6
Fc1ccc(C2c3[nH]c4ccccc4c3CCN2Cc2cccn2-c2ncccn2)cc1 (stereo unspecified)	2	-13	19	1	-87	-43	-2	22	28	-2	5
Cc1cc(Br)cc(Cl)c1OC(=O)c1cnccn1	-11	0	6	27	5	0	-11	-11	-7	-5	-3
Cc1ccc(S(=O)(=O)N(C)c2c(C)ccc(S(=O)(=O)Nc3ccncc3)c2C)cc1	1	4	-8	-21	-2	-20	3	-2	13	-4	11
Cc1ccc(OCCCn2cc(C#N)c3ccccc32)cc1	1	-11	4	21	-4	-25	-11	-24	9	-11	-3
COc1ccc(OC)c2c(C)cc(N3CCCN(C)CC3)nc12	1	5	-4	-30	-19	-14	-14	8	12	-3	-7
CCOc1ccc(NS(=O)(=O)c2cc(NC(=O)CCNC(=O)c3ccco3)ccc2OC)cc1	11	-3	-1	-1	-15	-4	-2	-6	-11	28	-1
CCN1CCN(CCCNC(=O)c2ccc3c(c2)N(Cc2ccc(C)cc2)CCS3)CC1	3	-32	1	8	-24	19	.	26	15	.	5
Cc1cc(C)c(NC(=O)CSc2nncn2-c2cccnc2)c(C)c1	0	3	-8	9	16	0	-18	5	-2	-19	11
CCOc1ccc(-c2n[nH]c(C)c2-c2ccccc2OC)c(O)c1	0	-7	-17	41	5	13	5	-7	-9	8	4
O=C(O)C1CCCCC1C(=O)NCCC(c1ccccc1)c1ccccc1 (stereo unspecified)	-3	-1	-4	-1	-31	-4	3	18	-13	-4	-4
Cc1cc(C)n(C(=O)/C(C#N)=N/Nc2cc(Cl)cc(Cl)c2)n1	13	-17	9	51*	-4	68*	.	-6	39	.	-1
Cc1ccccc1NC(=O)c1ccccc1NC(=O)c1ccccc1F	-7	18	1	11	-6	11	11	4	15	-2	7
C=CCOc1cccc(C(=O)N2CCCC(CCC(=O)NCc3ccccc3F)C2)c1 (stereo unspecified)	0	-22	-10	-30	-4	-12	7	5	1	-14	-2

Compound activity (PubChem)
